# STAT3 blocker: IL-6 driven STAT3 reporter inhibitors, primary screen, U3A cells, luciferase, luminescence, MLSCN library; inhibition, % at 5.5 µM; AID 862, 2007; IL-6 STAT3-luciferase reporter; host cell line lacks STAT1; actives 0.89% (n = 190,000);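 active means inhibition above the mean inhibition across all screened compounds plus 3 SD, cut at about 44% in these data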;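 further: 0% = DMSO only wells and 100% = 100 µM nifuroxazide control wells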
# HMGR II inh: inhibitors of E. faecalis class II HMGR, primary screen, biochemical, Enterococcus faecalis; HMG-CoA reductase (Enterococcus faecalis, mvaE); actives 0.41% (n = 190,000); inhibition, % at 10 µM; purified E. faecalis HMGR, NADPH absorbance 340 nm kinetic;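 active means inhibition above a set limit, the median over all tested compounds plus 3 SD, cut at about 9.5% in these data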;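 further: enzyme runs in reverse so mevalonate oxidation gives rising NADPH absorbance; 0% = complete reaction with DMSO and 100% = background rate lacking mevalonate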
# STAT1 blocker: STAT1 signaling inhibitors, primary screen, cell-based, HTS, luciferase reporter; NIH 3T3 STAT1-luciferase reporter, IFN-gamma, luminescence; inhibition, % at 5.5 µM; actives 0.35% (n = 200,000);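 active means inhibition above a set limit, the mean inhibition across all tested compounds plus 3 SD, cut at about 34% in these data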;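 further: 0% = IFN-gamma with DMSO and 100% = IFN-gamma with 300 µM nifuroxazide; values of inactives mirror those of a sister screen read the other way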
# APP 5'UTR act: activators of APP 5'UTR luciferase reporter, primary screen, SH-SY5Y cells. AID 1276, 2008. activation, % at 2 µM. SH-SY5Y APP 5'UTR luciferase reporter, luminescence; zero percent = DMSO vehicle wells. actives 1% (n = 190,000);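 active means activation above a set limit, based on mean plus 3 SD of controls, cut at about 140% in these data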; further: values of inactives mirror those of a sister screen read the other way
# STAT3 act: IL-6 driven STAT3 reporter potentiators, primary screen, U3A cells, luciferase, luminescence, MLSCN library; actives 0.91% (n = 190,000); activation (% of control), % at 5.6 µM; IL-6 STAT3-luciferase reporter; 100% = signal with IL-6 EC80 alone;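 active means activation above the screen-wide mean of compound activation plus 3 SD, cut at about 130% in these data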;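 further: 0% = background luminescence of wells with medium and substrate only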
#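 Material: STAT3-luciferase reporter U3A cells. Controls: IL-6-treated wells, 100% activation. Read-out: % activation versus median of IL-6-stimulated wells. Probe or stimulus: IL-6 stimulus at 33 ng/mL final. Timing: compound 1 h, then IL-6 6 h at 37 °C. Signal: reporter luminescence signal.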
# Redox H2O2 prof: compounds producing H2O2 with reducing agent – biochemical, NIH compound library profiling, artefact control for MLSCN library redox annotation, primary screen; DTT-dependent redox cycling H2O2, phenol red/HRP absorbance; 100% = 100 µM peroxide control, 0% = buffer; activation, % at 10 µM; actives 0.03% (n = 200,000);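 active means activation of at least 50% relative to the plate's high and low controls in the primary single-dose screen; inactive means activation below 50%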;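 further: compound incubated with DTT at 0.8 mM final as the reducing agent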
# Hsp70 activator: Hsp70 transcriptional activators, primary screen, cell-based, HeLa, Hsp70 promoter luciferase, luminescence, 10 µM; HeLa Hsp70 promoter luciferase reporter; scaled: vehicle 0, proteasome-inhibitor control 100%; activation, % at 10 µM; actives 0.04% (n = 200,000);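 active means activation above the mean across all tested compounds plus 3 SD, cutoff set per campaign, cut at about 5.5% in these data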;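 further: 100% = MG132 at 30 µM as the positive control and 0% = DMSO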
# TLR4-MyD88 BLA: inhibitors of TLR4-MyD88 association in cells, primary screen, cell-based, HeLa CL3-4, BLA complementation, FRET ratio; Toll-like receptor 4 (Homo sapiens) + Myeloid differentiation primary response protein …; HeLa CL3-4 TLR4/MyD88 BLA complementation; inhibition, % at 8.4 µM; actives 0.18% (n = 200,000); AID 861, 2007; in the data active means inhibition above about 25%;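 further: 0% = vehicle and 100% = reference inhibitor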
# Target sequence (O00206 whole entry, looked up): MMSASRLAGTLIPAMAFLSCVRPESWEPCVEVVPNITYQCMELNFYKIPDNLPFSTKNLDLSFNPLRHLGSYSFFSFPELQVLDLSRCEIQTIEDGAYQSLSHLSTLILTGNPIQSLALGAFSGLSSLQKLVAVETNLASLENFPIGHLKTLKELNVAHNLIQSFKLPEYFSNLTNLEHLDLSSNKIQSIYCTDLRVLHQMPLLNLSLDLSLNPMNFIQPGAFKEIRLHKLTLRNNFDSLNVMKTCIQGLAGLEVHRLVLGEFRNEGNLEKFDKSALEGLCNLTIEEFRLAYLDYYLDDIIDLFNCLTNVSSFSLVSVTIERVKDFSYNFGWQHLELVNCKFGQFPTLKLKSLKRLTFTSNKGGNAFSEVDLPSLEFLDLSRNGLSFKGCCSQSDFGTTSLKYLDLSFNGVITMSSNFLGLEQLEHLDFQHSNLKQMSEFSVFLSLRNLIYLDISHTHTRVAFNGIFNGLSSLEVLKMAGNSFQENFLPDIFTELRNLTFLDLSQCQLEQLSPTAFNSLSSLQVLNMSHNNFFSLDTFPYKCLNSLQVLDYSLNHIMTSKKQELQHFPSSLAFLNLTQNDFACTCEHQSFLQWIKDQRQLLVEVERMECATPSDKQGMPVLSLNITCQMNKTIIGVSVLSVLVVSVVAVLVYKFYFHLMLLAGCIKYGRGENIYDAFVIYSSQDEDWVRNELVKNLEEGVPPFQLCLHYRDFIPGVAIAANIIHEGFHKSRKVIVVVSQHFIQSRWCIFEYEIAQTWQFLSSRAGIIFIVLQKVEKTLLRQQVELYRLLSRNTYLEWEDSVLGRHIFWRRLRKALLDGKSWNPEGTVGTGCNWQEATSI
# Target sequence (Q99836 whole entry, looked up): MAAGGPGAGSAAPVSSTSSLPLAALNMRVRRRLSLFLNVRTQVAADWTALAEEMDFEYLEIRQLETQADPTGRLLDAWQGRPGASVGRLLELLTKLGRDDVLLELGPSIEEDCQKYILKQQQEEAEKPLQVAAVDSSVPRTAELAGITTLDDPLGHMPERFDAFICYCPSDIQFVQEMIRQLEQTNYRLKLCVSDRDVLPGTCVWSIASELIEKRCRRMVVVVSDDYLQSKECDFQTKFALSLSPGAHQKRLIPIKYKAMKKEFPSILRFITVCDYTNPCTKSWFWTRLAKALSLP
# STAT1 activator: STAT1 signaling activators, primary screen, cell-based, HTS, luciferase reporter; NIH 3T3 STAT1-luciferase reporter, IFN-gamma, luminescence; 100% = IFN-gamma alone, no compound; actives 2.6% (n = 200,000); activation (% of control), % at 5.5 µM;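 active means activation above the screen-wide mean activation plus 3 SD, cut at about 130% in these data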;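 further: raw ratio to IFN-gamma control signal so 100% means no change and 0% no light; values of inactives mirror those of a sister screen read the other way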
# NF-kB expr up: activators of NF-kB expression in neurons, primary screen, cell-based, HTS | human neuronal cells, NF-kB reporter expression; active compounds read high | fold change at 12.5 µM | actives 1.6% (n = 190,000) | AID 1239, 2008; in the data active means fold change above about 3.3
# * hit, by the source's call; · = not tested or not shown.
molecule,NF-kB expr up,Redox H2O2 prof,STAT3 act,TLR4-MyD88 BLA,HMGR II inh,STAT1 blocker,STAT3 blocker,APP 5'UTR act,STAT1 activator,Hsp70 activator
Fc1ccc(Br)cc1C1C=C(c2cccnc2)Nc2ncnn21 (configuration not stated),0.8,-0.9,104,-6,-5,-5,4,·,104,-0.1
O=C(CN1CCc2[nH]c3ccccc3c2C1)N1CCCCC1,1,-1.0,105,7,0,-1,0,15,101,-0.4
CCc1nnc(NC(=O)C2CCCO2)s1 (configuration not stated),1.1,-0.8,103,-13,-3,-10,-1,-15,107,0.4
O=C1C(Cl)=C(NC2CCCCC2)C(=O)N1c1ccc(Cl)cc1,2.1,4.3,110,-2,1,-45,-8,-14,141*,-0.6
CC(C)NC(=O)NC(=O)CSc1nnc(COc2ccccc2F)n1C(C)C1CC2CCC1C2 (configuration not stated),0.62,0.2,99,9,-4,-13,5,-7,111,-0.5
COc1cc(/C=N/N(C)C)ccc1OC(=O)c1cccs1,1.2,-2.1,111,-2,-3,-9,-5,1,106,0.1
COCCNC(=O)CCc1nc(-c2ccccc2)no1,1.4,2.2,97,-2,2,-1,8,1,101,-0.3
Cc1ccc(-n2nnnc2CSc2nnc(-c3ccc(O)cc3)o2)cc1,0.99,-0.3,71,10,-2,2,35,·,98,-0.3
CCCc1ccc(OCc2nc(-c3ccc(NC(=O)c4ccco4)cc3)no2)cc1,2.3,-2.3,108,7,-7,-33,-6,61,133*,0.2
CC(C)n1nnnc1SCC(=O)NCc1cccs1,1,-0.4,98,-1,-4,-6,5,-8,105,-0.1
O=C(COc1ccc(Br)cc1CNC1CCCC1)Nc1ccccc1,0.83,-0.1,101,18,-1,0,3,-3,97,-0.5
C=CCNc1nc(=S)[nH]c2cc(OC)c(OC)cc12,1.4,-1.6,100,1,-5,1,3,6,97,-0.1
O/N=C(/CCc1ccccc1)c1ccc2c(c1)OCCO2,2.5,-1.0,105,-13,-7,-59,4,58,155*,0.1
CC(C)(Oc1ccc(CCNC(=O)c2ccc(-c3ccccc3)o2)cc1)C(=O)O,1.2,0.3,94,-12,0,0,3,2,100,-0.5
Cc1cccc(NS(=O)(=O)c2ccc(C)c(C(=O)OCC(=O)Nc3cc(C)on3)c2)c1,3,0.4,140*,1,2,8,-43,-8,93,-0.3
N#Cc1c(N)nc2c(c1-c1ccncc1)CCCC2,0.92,0.2,109,8,3,5,-6,4,96,0.2
O=C(CS(=O)(=O)c1ccccc1)c1ccc2c(c1)OCCO2,2.3,0.2,116,-9,-5,4,-17,100,97,-0.1
Cc1[nH]n(-c2ccccc2)c(=O)c1/C=N\NC(=O)C1COc2ccccc2O1 (configuration not stated),1.1,0.7,89,4,-4,8,8,-16,92,-0.1
CC(=O)Nc1ccc(S(=O)(=O)Nc2nc3ccccc3nc2Nc2ccc3ccccc3c2)cc1,1.2,0.6,152*,-10,2,2,-56,4,98,-0.2
Cc1cc(C)c(S(=O)(=O)N2CCCCC2)c(C)c1-n1ncnn1,1.1,0.7,100,2,-3,3,4,18,102,-0.5
O=C(Nc1ccc2c(c1)ncn2C1CCCCC1)c1ccco1,1.8,-2.0,103,-1,0,-23,0,60,122,0.1
OCCSc1nc2ccccc2n1CCOc1ccccc1,0.94,0.2,89,-8,-7,-5,14,-11,102,-0.5
COc1cc(/C=N/N=C2/C(=O)Nc3ccccc32)cc(OC)c1O,0.65,3.3,112,-1,1,0,-4,-6,100,-0.2
CCCNC(=O)Cc1ncn[nH]1,1.6,0.6,102,12,0,8,1,2,92,-0.1
Cc1cc(C(=O)COC(=O)c2ccccc2O)c(C)n1Cc1cccs1,0.23,0.1,14,-10,1,75*,104*,8,31,-0.7
Cc1ccc(-n2c(-c3ccco3)nc3nc4ccccc4nc32)cc1F,1.1,-2.7,103,4,1,5,1,-2,95,-0.1
O=C(c1ccco1)N1CCN(CC(=O)N2c3ccccc3CCc3ccccc32)CC1,0.97,-0.2,105,-1,-7,7,-1,-1,94,0.3
COc1ccc2nc(NC(=O)C3CCN(S(=O)(=O)c4cccc5nsnc45)CC3)sc2c1,0.63,0.4,88,8,0,-6,18,-13,105,0.2
O=C(NC1CCCCC1)c1cc([N+](=O)[O-])[nH]n1,1.2,-0.7,95,-7,-3,0,9,-8,100,-0.1
O=C(COC(=O)c1cncc(Br)c1)NC1CCCC1,0.9,-0.2,97,1,-1,-1,5,1,100,-0.3
O=C(CNS(=O)(=O)c1cccc2nonc12)NCc1ccc(F)cc1,0.9,-0.8,95,1,0,10,12,4,92,-0.3
Cc1cc(C)cc(N(CC(=O)NCc2ccco2)C(=O)CCC(=O)Nc2nccs2)c1,1.2,0.6,103,11,-2,2,-2,-4,97,-0.3
COc1ccc(CCNC(=O)C(C)Sc2ccc(C)cc2)cc1OC (configuration not stated),1,-1.0,101,5,-2,3,-2,-9,98,-0.3
NC(=O)c1nsc(C(=O)N(c2ccc(Cl)cc2)C(C(=O)NCC2CCCO2)c2cccs2)c1N (configuration not stated),1,-0.3,98,-2,-9,7,4,-13,92,-0.4
COc1ccc(C(=O)SC2=NCCS2)cc1,1.2,-0.4,102,-18,0,-1,-1,1,101,-0.4
CSc1ccc(Cl)c(C(=O)OCC(=O)Nc2ccccc2OC(F)F)c1,1,0.0,99,1,-4,1,10,16,99,-0.1
Cc1ccsc1C(=O)N1CCC(CO)(Cc2ccccc2)CC1,0.93,-0.4,110,13,1,-7,-9,-16,105,-0.3
CCCn1c(N)c(C(=O)CSc2nnc(Cc3ccccc3)o2)c(=O)n(C)c1=O,0.59,0.1,67,12,-5,24,41,-23,79,-0.4
CC1C(C#N)=C(N)OC2=C1C(=O)CCC2 (configuration not stated),1.1,0.3,106,2,-13,-1,0,7,101,-0.4
CCCC(=N)C1=C(O)CC(CC(C)SCC)CC1=O (configuration not stated),1.1,-0.5,95,9,-6,7,12,-1,94,0.2
Cc1c(N)cc[n+](CC(=O)c2ccccc2)c1C,0.9,0.1,102,2,3,-12,0,-20,109,-0.3
CN(C)S(=O)(=O)N1CCN(c2ccc([N+](=O)[O-])c(N3CCCCC3)c2)CC1,1.1,-1.5,107,-16,-5,-2,-4,-6,101,-0.2
Cc1ccc2oc(=O)c3cnn(CC(=O)N(CCCN4CCOCC4)Cc4ccco4)c3c2c1,0.99,-0.5,101,-3,-7,6,-1,13,95,-0.3
COc1ccc(CCNC(=O)Cc2cccs2)cc1OC,1.1,-1.2,112,-4,-5,0,-9,17,98,-0.2
Cc1oc2ccc(O)c(CN3CCOCC3)c2c1C(=O)c1ccc(Cl)cc1,0.85,0.1,98,2,-1,2,7,0,98,0.0
O=C(CCCn1c(=S)[nH]c2cc3c(cc2c1=O)OCO3)N1CCN(c2ccccc2F)CC1,1.1,2.4,99,-1,3,-3,6,0,103,-0.4
CCc1ccc(NC(=O)c2noc(C(C)C)c2[N+](=O)[O-])cc1,1.6,0.5,90,-13,-1,-15,21,22,112,0.2
COc1nc(OC)nc(N2CCC(C(=O)NCC3CCCCC3)CC2)n1,1.3,-0.2,102,10,-6,8,4,8,93,-0.4
COc1ccccc1C/C(N)=N/OC(=O)COc1cccc(C)c1,1.5,-0.2,103,0,-2,1,0,-12,99,-0.2
COc1cc2[nH]c(=S)nc(NCCc3ccc(S(N)(=O)=O)cc3)c2cc1OC,1.1,-1.8,96,13,-1,-3,8,12,101,-0.2

# (list continues)
molecule,NF-kB expr up,Redox H2O2 prof,STAT3 act,TLR4-MyD88 BLA,HMGR II inh,STAT1 blocker,STAT3 blocker,APP 5'UTR act,STAT1 activator,Hsp70 activator
COc1cccc(C(=O)NC2CCCC2)c1,1.4,-0.4,97,-7,-12,-3,9,-3,102,0.3
COc1cccc(NC(=S)N(CCc2nc3cc(C)c(C)cc3[nH]2)Cc2cccnc2)c1,0.9,-1.5,99,15,4,-6,4,7,105,0.0
O=C(CSc1nnc(Cn2nnc(-c3ccccc3)n2)n1-c1ccccc1)Nc1ccccc1,0.93,2.5,97,-4,-2,2,12,-9,98,-0.3
Cc1ccc(/C=N/NS(=O)(=O)c2ccccc2)o1,1.1,-0.6,103,-1,-2,7,5,-5,94,-0.1
CCC(=O)Nc1sc(C(=O)Nc2ccccc2F)c(C)c1C(=O)OC,1.1,0.6,89,8,-2,-36,17,66,131*,-0.3
Cc1ccc(SCCNS(=O)(=O)c2ccc(F)cc2)cc1,1.1,2.9,100,-16,0,-5,5,-1,105,-0.1
c1cc(C(c2nnnn2C2CCCCC2)N2CCN3CCCC3C2)ccn1 (configuration not stated),1.1,-0.8,101,-24,-3,4,1,-3,96,0.1
CC(C)(C)C(=O)NC(=S)Nc1ccccc1F,1.3,2.2,107,5,-5,-15,4,-2,114,0.0
Nc1nc(SCC(=O)Nc2ccc([N+](=O)[O-])cc2Br)n[nH]1,1.2,-0.2,74,2,-2,8,33,-2,93,-0.5
O=C(CSc1ccc(Cl)cc1)NNC(=O)c1cccnc1,1.1,-1.1,97,2,-4,0,8,13,99,1.0
COc1ccc(C(=S)N(C)C)cc1OC,1.3,1.0,105,0,9,-2,1,1,102,0.2
COc1ccc(N(C(=O)CNS(=O)(=O)c2ccccc2)C(C(=O)NCc2ccco2)C(C)C)cc1 (configuration not stated),0.72,3.5,99,0,7,1,3,-8,97,-0.2
CCCOc1ccc(-c2csc3ncn(Cc4ccc(C(=O)O)cc4)c(=O)c23)cc1,1.2,-0.4,103,-6,-8,-7,4,7,104,-0.1
CCCOc1ccc(C(=O)C(CN2CCOCC2)c2ccccc2)cc1 (configuration not stated),1.9,-3.6,103,6,0,21,-4,-17,80,-0.4
Cc1ccc(N=Cc2sc(O)c3ccccc23)cc1,13*,1.5,129,39*,1,-115,-33,193*,202*,-0.2
COC(=O)c1cc2occc2n1Cc1nc(-c2ccc(Cl)cc2)oc1C,1.1,0.2,89,12,-3,-1,13,1,101,0.0
CC(C)(C)NC(=O)C1CN(S(=O)(=O)c2ccccc2)CCN1S(=O)(=O)c1ccccc1 (configuration not stated),1.1,-0.8,98,7,-8,3,9,10,98,-0.3

# Screens deposited in PubChem by several laboratories.
